# PfHsp90 set2: reduces growth (ATP signal) of yeast expressing P. falciparum Hsp90 | S. cerevisiae expressing PfHsp90, BacTiter-Glo ATP, 48 h; yeast lacking PDR1 and PDR3 efflux regulators | inhibition, % at 9.4 µM | hit rate 0.32% among 310,000 | AID 504621;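 active = every replicate shows inhibition above about 80%, whatever the replicate mean, limit read from the data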;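 note: 0% = DMSO neutral controls and 100% = 20 µM radicicol positive controls; yeast relying on Plasmodium falciparum Hsp90 in place of its own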
# HTR5A ag ctr: counter-screen for OPRM1-OPRD1 agonists: human HTR5A agonism; hit rate 0.61% among 340,000; activation, % at 9.3 µM; AID 504692; HTR5A agonist assay, luminescence, cell-based; P47898; in the data active = activation mostly above about 9.5%, no sharp cut-off; inactive = mostly below about 7.6%;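 note: 0% = cells with vehicle only and 100% = reference agonist; strong numbers were not always called active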
# OPRM1-OPRD1 ag: agonists of human mu-delta opioid receptor heterodimerization. AID 504326. activation, % at 9.3 µM. cells, OPRM1-OPRD1 heterodimerization, luminescence. hit rate 0.3% among 340,000; in the data active = activation above about 18%;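 note: 0% = vehicle-treated cells and 100% = reference agonist; values of inactives mirror those of a sister screen read the other way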
# phage Ecoli inh: E. coli growth loss with phage present. growth absorbance. inhibition, % at 11.9 µM. hit rate 0.26% among 360,000. AID 651602; in the data active = inhibition above about 11%
# E coli growth: reduces bacterial viability in AddAB counter-screen; inhibition, % at 11.9 µM; hit rate 0.27% among 330,000; AID 449728; E. coli V3065 growth, OD600 absorbance, 18 h;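 active = inhibition above the campaign's mean inhibition across all tested compounds plus 3 SD, cut at about 9.9% in these data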;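 note: uninfected addAB+ strain grown without phage in ampicillin broth; 0% = DMSO wells and 100% = ciprofloxacin 0.95 µg/ml wells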
# PKA-R1A activ: activators of PKA-R1A complex; hit rate 0.083% among 340,000; P00514+P68181; activation, % at 11.4 µM; PKA-R1A dissociation, Cy5-IP20 fluorescence polarization; scaled: DMSO 0%, 113 µM cGMP 100%;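 active = percent activation above the mean of all tested compounds plus 3 SD, cut at about 19% in these data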;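 note: higher means more PKAc released from R1A so a rise in polarization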
# AddAB inh: less growth of phage-infected E. coli with AddAB | hit rate 0.29% among 330,000 | inhibition, % at 11.9 µM | AID 435030 | E. coli expressing H. pylori AddAB, absorbance growth; in the data active = inhibition above about 12%;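 note: 0% = vehicle wells of infected cells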
# Mot1-301 SUMO: inhibitors of SUMOylation pathway: yeast Mot1-301 growth rescue. S. cerevisiae Mot1-301 growth rescue, ATP luminescence, 38.5C; percent above DMSO median, 100 means doubled. growth rescue, % at 18.8 µM. hit rate 1% among 320,000. AID 2716;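 active = every valid replicate shows activation above 250% relative to neutral control wells; inactive = the rest, any valid replicate at or below 250%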;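 note: OY570 slx delta 5 strain wells were the positive control but not used for scaling; some compounds called inactive have numbers as strong as hits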
# DSG3 Ab inh: blocks pemphigus antibody binding to human desmoglein-3 | P32926 | DSG3-coupled beads, scFv-anti-DSG3-GFP binding, flow cytometry; stronger effect = lower value | binding (percent of control), % at 10 µM | hit rate 0.48% among 310,000 | AID 588358;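 active = binding more than 3 SD below its plate's average and above zero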; note: some compounds called inactive have numbers as strong as hits
# Target sequence (P32926 whole entry, looked up): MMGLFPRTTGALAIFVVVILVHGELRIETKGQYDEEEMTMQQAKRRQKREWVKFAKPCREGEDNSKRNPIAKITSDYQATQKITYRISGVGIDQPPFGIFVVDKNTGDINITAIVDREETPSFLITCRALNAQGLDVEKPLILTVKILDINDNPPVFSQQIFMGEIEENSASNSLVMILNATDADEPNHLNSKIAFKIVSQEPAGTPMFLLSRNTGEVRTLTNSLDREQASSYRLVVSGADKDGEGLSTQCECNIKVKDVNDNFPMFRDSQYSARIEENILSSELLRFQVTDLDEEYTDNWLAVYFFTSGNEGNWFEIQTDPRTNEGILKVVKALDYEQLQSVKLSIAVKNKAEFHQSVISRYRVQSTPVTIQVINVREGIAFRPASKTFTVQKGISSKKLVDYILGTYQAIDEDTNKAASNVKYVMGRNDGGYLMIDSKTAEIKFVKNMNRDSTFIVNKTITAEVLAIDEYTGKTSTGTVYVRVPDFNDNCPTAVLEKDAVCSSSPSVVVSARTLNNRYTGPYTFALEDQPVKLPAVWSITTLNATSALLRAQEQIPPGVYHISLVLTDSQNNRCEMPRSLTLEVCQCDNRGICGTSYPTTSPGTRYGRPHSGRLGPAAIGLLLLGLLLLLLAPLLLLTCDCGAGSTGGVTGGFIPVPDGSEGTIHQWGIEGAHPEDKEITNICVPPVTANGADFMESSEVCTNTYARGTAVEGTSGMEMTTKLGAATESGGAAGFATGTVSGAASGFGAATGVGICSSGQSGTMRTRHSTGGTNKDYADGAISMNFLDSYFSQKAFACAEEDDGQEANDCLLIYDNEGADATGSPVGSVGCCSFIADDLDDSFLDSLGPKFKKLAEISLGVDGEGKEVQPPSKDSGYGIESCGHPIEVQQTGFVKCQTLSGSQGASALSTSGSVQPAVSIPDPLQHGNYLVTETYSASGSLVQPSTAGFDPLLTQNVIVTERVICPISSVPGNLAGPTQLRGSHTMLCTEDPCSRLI
# OPRM1-OPRD1 inv: inverse agonists of human mu-delta opioid receptor heterodimerization. cell-based MOR-DOR heterodimer luminescence, inverse agonism. inhibition, % at 9.3 µM. hit rate 0.21% among 340,000; in the data active = inhibition above about 22%, passing the limit was not always enough;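 note: 0% = cells with DMSO and 100% = wells without cells with DMSO; values of inactives mirror those of a sister screen read the other way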
# HTR5A inv ag: inverse agonist of human HTR5A in OPRM1-OPRD1 counter-screen; hit rate 0.083% among 340,000; inhibition, % at 9.3 µM; HTR5A cell line, luminescence, inverse agonism; P47898; AID 504634; in the data active = inhibition mostly above about 23%, no sharp cut-off; inactive = mostly below about 18%;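 note: 0% = cells with DMSO and 100% = no-cell wells with DMSO; some compounds called inactive have numbers as strong as hits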
# Active calls of the source: *; nt = not tested or not shown. An unsorted share of the library; 3.2% or so of the library scored in one or more.
SMILES,PfHsp90 set2,HTR5A ag ctr,OPRM1-OPRD1 ag,phage Ecoli inh,E coli growth,PKA-R1A activ,AddAB inh,Mot1-301 SUMO,DSG3 Ab inh,OPRM1-OPRD1 inv,HTR5A inv ag
O=C(NCCc1c[nH]c2ccccc12)c1ccc(F)cc1F,23,2,0.7,2.0,1.3,5,0.8,-2,114,-5,-32
COc1cc(C=NNC(=O)c2ccc(NS(=O)(=O)c3cccs3)cc2)cc(Br)c1O,-14,-2,-2.0,3.1,1.3,2,-1.6,110,nt,10,8
CCn1c(=O)cc(SCC(=O)NCc2ccc(C)o2)c2ccccc21,nt,-1,-0.3,3.9,0.7,6,-0.6,11,nt,2,-44
O=C(NCCc1ccccc1)/C(=N\O)c1ccccc1,27,0,-2.8,0.9,-2.2,-3,0.4,75,101,15,-7
CC1=CC(c2ccccc2)n2nnnc2N1 (configuration not stated),4,4,-2.1,-0.5,-1.5,-11,3.1,-12,112,11,6
O=C(/C=C/c1ccccc1[N+](=O)[O-])N1CCN(c2ccccc2F)CC1,1,-2,-1.9,3.5,-1.3,-5,0.8,8,85,12,5
CCC1=NN(C(=O)CCc2ccccc2)C(O)(C(F)(F)F)C1 (configuration not stated),3,3,1.4,0.6,-3.2,-9,-1.6,56,104,-8,-9
COc1cc2ccccc2cc1C(=O)N/N=C/c1ccc2c(c1)OCO2,9,1,-0.7,1.4,nt,-11,nt,34,101,5,-40
O=c1c2c(nc3c(-c4ccc(Cl)cc4)c[nH]n13)CCCC2,-3,0,0.9,0.6,-5.1,-8,-1.2,1,108,-5,30
CCOC(=O)C1=C(C)Nc2ccccc2N/C1=N\S(=O)(=O)c1cccc(Cl)c1,5,1,-3.7,0.5,0.3,4,1.6,-11,nt,14,-1
O=C(NCc1ccccc1)c1cncc(Br)c1,-4,-4,-4.1,0.2,2.1,-9,1.4,-14,123,22,18
CN(C)S(=O)(=O)c1ccc(Cl)c(NC(=O)COC(=O)CCSc2ccccc2)c1,0,7,1.4,3.2,-1.4,10,2.7,3,109,-7,-46
Cc1occc1-c1nnc(SCC(=O)N2CCOCC2)n1CCc1ccccc1,-12,2,-4.3,0.4,2.8,3,1.9,-1,nt,22,15
CC(C)c1ccc(NC(=O)CNC(=O)Cn2cnc3ccccc3c2=O)cc1,17,10,-0.2,2.3,-1.8,2,-2.3,-13,101,1,-28
O=C(NCc1ccccn1)c1cccc(S(=O)(=O)Nc2ccc(SC(F)F)cc2)c1,10,2,-0.6,-1.1,0.9,-6,0.6,1,98,4,-33
Clc1ccc(CSc2snnc2-c2ccccc2)c(Cl)c1,nt,-1,-0.6,1.6,-1.5,-1,1.1,2,102,3,15
OC(c1ccccn1)C(O)c1ccccn1 (configuration not stated),-12,-4,-2.0,1.9,nt,1,nt,nt,122,10,14
CC(NC(=O)CSc1ncccn1)c1ccc2c(c1)OCO2 (configuration not stated),nt,-1,-2.4,0.8,-0.1,-1,-0.9,1,93,13,5
Cc1ccccc1-n1nnnc1SCC(=O)c1c(N)n(C)c(=O)n(C)c1=O,5,1,-1.1,0.3,-0.1,6,2.6,nt,100,6,-2
N=c1c2c(ncn1Cc1ccco1)Oc1ccc3ccccc3c1C2c1ccccc1 (configuration not stated),-33,3,-0.3,0.8,-0.6,-6,1.9,-27,127,2,-24
COc1ccccc1NC(=O)c1ccc(NC(=O)CSc2ncn[nH]2)cc1,-5,-2,0.2,1.0,0.3,-2,2.7,-19,nt,-1,-8
Cc1ccc(C(=O)C(C)OC(=O)C2CC(=O)N(C3CCCCC3)C2)cc1 (configuration not stated),0,-1,-3.8,2.3,-1.2,-2,-1.6,15,nt,19,4
CC(=O)c1cccc(NC(=S)NC2CC2)c1,6,1,-0.9,3.5,0.3,-8,3.0,6,107,5,-6
CCCOc1ccc(C(=O)c2nc3c(n2O)CCCC3)cc1,nt,8,-1.1,2.0,2.7,15,-1.4,-23,100,6,-19
O=C(CN1C(=O)NC2(CCCCC2)C1=O)N1CCN(S(=O)(=O)c2ccc(F)c(F)c2F)CC1,1,1,-2.5,1.0,nt,2,nt,nt,93,13,13
COc1cc(S(=O)(=O)N(Cc2ccccc2)CC2CCCO2)ccc1-n1cnnn1 (configuration not stated),nt,-2,-0.2,-2.0,-0.2,3,-0.5,-2,108,1,17
CC(=O)c1ccc(NC(=O)c2cnn3ccccc23)cc1,3,3,-0.2,1.5,-0.1,-1,-1.1,44,105,1,-13
Brc1cccc(-c2nnc3n2CCC3)c1,8,3,-0.8,3.1,0.4,-2,3.4,158,94,5,-3
Cc1cc(C(=O)N/N=C/c2ccc3ccccc3c2)n[nH]1,9,2,0.9,-0.6,nt,-9,nt,11,nt,-5,-4
COc1cccc(CN2CCNC(=O)C2CC(=O)N(C)C2CCOCC2)c1OC (configuration not stated),0,3,-1.6,0.9,-2.6,-1,2.9,3,100,9,6
CC(=O)N1CCN(Cc2nc3cc(NC(=O)Cn4nc(C)c5ccccc5c4=O)ccc3n2C)CC1,8,5,-1.7,2.0,-1.9,-2,3.7,-6,93,10,-3
CC(=O)c1sc(NS(=O)(=O)c2ccc(C)cc2)nc1-c1ccccc1,-18,-4,-2.1,0.8,0.9,-5,5.1,7,99,12,9
COc1ccccc1C(=O)Nc1cccc(C(=O)N2CCOCC2)c1,-3,4,-1.7,-0.6,-0.2,-1,0.1,6,99,9,1
NS(=O)(=O)c1ccc(NNC(=O)c2sccc2Cl)cc1,7,2,-1.7,1.7,1.7,9,2.1,2,117,9,2
COc1cc(C)c(NC(=S)Nc2cccc(Cl)c2)cc1OC,9,0,-1.9,0.1,0.1,3,-0.4,-9,nt,10,-27
O=C(Cc1ccccc1)N1CCC(O)(c2cccnc2)CC1,-2,-3,-0.2,2.3,-0.1,5,-1.0,nt,108,1,-18
O=c1c2cc(N3CCOCC3)ccc2[nH]c(=S)n1Cc1ccc(Cl)cc1,40,-2,0.7,2.7,0.9,-11,2.3,7,91,-3,6
CCCS(=O)(=O)c1c(S(=O)(=O)CCC)c2c(C(N)=O)cccn2c1C(=O)c1ccc(F)cc1,16,0,-1.2,3.0,2.3,-4,1.0,nt,nt,6,-9
COc1ccc(OC)c(N(CC(=O)Nc2ccccc2)S(C)(=O)=O)c1,9,-1,-3.6,4.0,-0.3,-15,2.8,-20,122,17,15
COc1cccc(CN2CC(C(=O)N3CCCCCCC3)CCC2=O)c1 (configuration not stated),-23,-2,-0.3,1.9,-0.9,-3,3.6,13,101,2,-3
O=C1NC(=O)N2CCSC2(Cc2ccccc2)N1 (configuration not stated),-16,1,-2.6,3.0,nt,0,nt,nt,nt,13,-3
O=C(CO/N=C/c1cccc([N+](=O)[O-])c1)NC1CCCCCC1,10,-11,-0.2,3.4,-3.1,-3,1.3,341,112,1,28
CCS(=O)(=O)n1nc(-c2ccco2)nc1N,3,4,-1.8,4.9,-0.1,-2,3.5,4,82,9,-11
CC(=O)NS(=O)(=O)c1ccc(NC(=O)CSc2ccccc2)cc1,-27,5,-3.7,1.8,-3.1,13,-1.6,-2,89,19,13
CCCCNc1nc2ccccc2nc1NS(=O)(=O)c1ccc(F)cc1,-6,-1,-3.4,-0.6,-2.8,-4,0.0,18,104,16,5
CCOc1ccc(CNC(=O)C(=O)c2cn(CC(=O)N3CCOCC3)c3ccccc23)cc1OC,-14,-3,2.3,2.8,-0.6,1,4.4,-11,104,-9,7
COc1ccc(CNc2nc3ccccc3n2Cc2ccc(Cl)cc2)cc1OC,-42,2,0.4,1.9,-1.1,-2,-0.7,-3,94,-3,-6
Cc1cc(C)cc(N2C(=O)CN(Cc3ccccc3)C2=S)c1,18,-2,1.3,4.4,-3.0,-5,0.8,20,99,-7,7
CC(Oc1ccc(Cl)cc1)/C(N)=N/O (configuration not stated),-18,6,-1.8,-0.8,-0.8,1,-0.5,1,103,9,-17
CC(=O)N(CCc1ccccc1C)Cc1cc2cc3c(cc2[nH]c1=O)OCO3,-33,-6,-0.9,2.1,3.4,-4,0.7,6,nt,5,16
CC1CN(C(=O)N2c3ccccc3Sc3ccccc32)C(C)CC1=O (configuration not stated),nt,-2,5.2,-0.4,-0.3,-3,1.3,122,102,-30,16
COc1ccc(Cl)cc1NC(=O)COC(=O)Cc1cc(OC)c(OC)c(OC)c1,nt,-5,-2.0,2.5,-1.6,-4,-1.6,13,95,11,18
COC(=O)c1cccc(OCC(O)Cn2cnc3cc(C)c(C)cc32)c1 (configuration not stated),-13,-1,0.6,4.7,-1.6,-11,1.2,4,106,-3,4
COc1ccc(CC(=O)NC(C)c2nnc(SCC(=O)Nc3ccccc3F)n2C)cc1 (configuration not stated),3,0,-1.7,-3.0,-0.2,6,-0.9,-11,100,8,14
COc1nccnc1NS(=O)(=O)c1ccc(NC(=S)NC(=O)/C=C/c2ccc(F)cc2)cc1,-61,-3,0.1,2.1,-1.7,-2,0.0,-9,103,-1,8
CCOCCCn1c(=S)[nH]c2cc(C(=O)NC3CCCCC3C)ccc2c1=O (configuration not stated),-16,5,-0.7,1.6,0.2,-1,2.1,-4,nt,4,-14
O=C(CN1CCOCC1)Nc1cccc(Cl)c1Cl,-20,0,-0.1,0.6,1.3,2,3.4,3,106,0,-1
O=C(Nc1nnc(-c2cccs2)o1)c1cccc(Oc2ccccc2)c1,51,-1,1.1,2.1,5.5,-8,8.6,-2,96,-6,2
CCN1CCCC1CNC(=O)c1csc2c1CCCC2 (configuration not stated),nt,3,1.0,2.8,-1.2,-6,1.8,39,102,-6,-6
CC(=O)Nc1ccc(OCCC[n+]2ccccc2)cc1,0,-2,-1.6,2.4,-1.5,-14,-2.1,9,100,9,-3
# Next part
SMILES,PfHsp90 set2,HTR5A ag ctr,OPRM1-OPRD1 ag,phage Ecoli inh,E coli growth,PKA-R1A activ,AddAB inh,Mot1-301 SUMO,DSG3 Ab inh,OPRM1-OPRD1 inv,HTR5A inv ag
CCOC(=O)C1(Cc2cccc(Cl)c2)CCCN(C(=O)c2ccc(COC)s2)C1 (configuration not stated),nt,1,-1.4,-2.6,-0.4,1,-0.9,0,nt,8,-2
CNC(=O)/C(C#N)=C/c1ccc(-c2nc3ccccc3s2)o1,nt,nt,nt,2.2,-2.0,nt,-3.1,-2,98,nt,nt
O=[N+]([O-])c1ccc(O)c(Nc2ncnc3ccc(Br)cc23)c1,3,-5,-1.5,4.7,2.5,-3,1.5,-18,99,9,13
CCCCCc1ccc(-c2cn(Cc3cccc(OC)c3)nn2)cc1,26,-4,5.0,2.9,-1.3,-4,-0.8,-14,104,-28,5
Cc1ccc2c(CN3CCN(C(=O)c4ccco4)CC3)cc(=O)oc2c1C,8,4,-1.4,2.6,-0.5,0,-1.4,83,105,7,20
CC1=Nc2ccccc2/C1=C/c1c(N)n2c(S(=O)(=O)C(C)C)nsc2nc1=O,-20,0,-0.3,0.9,-3.4,-13,0.8,-6,94,2,0
O=P1(O)Cc2ccccc2-c2ccccc21,-9,-1,-0.3,2.2,nt,-1,nt,nt,93,1,3
